Assay outcomes as filed in PubChem.
Giardia FBPA inh – blocks Giardia fructose-bisphosphate aldolase activity. A8B2U2. purified Giardia FBPA. Potency, µM (titrated, usually from 59.6 µM), inactives show top-dose activity, negative = inhibition, most hits filed as inhibitors. actives 0.71% (n = 290,000). AID 2451; note: potency is the fitted concentration of half-maximal effect; % is set by controls: 0 for no effect and ±100 for the full control effect; nearly all actives have a fitted effect of over 55% in size
Target sequence (A8B2U2 whole entry, looked up): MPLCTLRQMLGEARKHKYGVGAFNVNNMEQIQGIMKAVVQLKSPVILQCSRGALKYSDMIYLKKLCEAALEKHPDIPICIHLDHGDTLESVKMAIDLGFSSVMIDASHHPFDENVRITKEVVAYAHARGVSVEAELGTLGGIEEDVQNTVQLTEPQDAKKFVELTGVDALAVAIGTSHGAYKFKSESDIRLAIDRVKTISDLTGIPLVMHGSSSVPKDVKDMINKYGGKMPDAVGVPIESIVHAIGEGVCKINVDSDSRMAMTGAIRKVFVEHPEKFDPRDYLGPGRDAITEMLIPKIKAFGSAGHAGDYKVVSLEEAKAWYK
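40 nM FBPA preincubated 10 min at RT with compound (up to 57.5 uM final), then substrate plus GAPDH/TPI/NAD/arsenate coupling and diaphorase/resazurin added. Fluorescence read after 20 min at RT, 525/598 nm.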
Pf growth 48h – P. falciparum growth inhibition at 48 hours (one generation) | P. falciparum luciferase growth in erythrocytes, 48 h | Potency, µM (titrated, usually from 28.7 µM), for inactives: top-dose activity change, negative = inhibition, hits mostly inhibitors | actives 5.9% (n = 310,000) | AID 504832; note: potency is the fitted concentration of half-maximal effect; % is set by controls: 0 for no effect and ±100 for the full control effect
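Erythrocytes infected with P. falciparum carrying an integrated firefly luciferase reporter (2% hematocrit, 0.1% parasitemia final) were exposed to compounds in RPMI 1640 with 0.5% Albumax at 37 C, 5% CO2. Growth inhibition was scored as reduced luminescence.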
Shiga inhibitor – Shiga toxin inhibition; Vero cells, Shiga toxin protein synthesis inhibition reporter; inhibition, % at 38.7 µM; actives 9.2% (n = 290,000); AID 2315; in the data active = inhibition mostly above about 28%, no sharp cut-off; inactive = mostly below about 43%; note: 0% is about no effect
Sm TGR block – inhibitors of Schistosoma mansoni thioredoxin glutathione reductase | actives 3% (n = 360,000) | Q962Y6 | Potency, µM (doses to about 114 µM), for inactives: at the top dose activity change, negative = inhibition, usual class: inhibitors | AID 485364 | purified TGR, DTNB reduction, TNB absorbance 405 nm; note: potency is the fitted concentration of half-maximal effect; % is set by controls: 0 for no effect and ±100 for the full control effect; nearly all actives have a fitted effect of over 60% in size
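TGR 20 nM + NADPH 100 uM (dispensed conc.), cpd preinc 15 min RT; start with NADPH (500 uM addition) then DTNB (15 mM addition). Kinetic TNB absorbance, 405 nm filter. Four-parameter Hill fit across titration.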
Pf growth 96h – P. falciparum growth inhibition at 96 hours; P. falciparum luciferase reporter growth, 96 h; Potency, µM (series often up to 28.7 µM), without a hit: top-dose activity change, negative = inhibition, hits mostly inhibitors; actives 6.9% (n = 320,000); note: potency is the fitted concentration of half-maximal effect; % is set by controls: 0 for no effect and ±100 for the full control effect
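Luminescence readout: decreased luciferase signal marks inhibited growth of reporter-expressing P. falciparum in infected red cells (2% hematocrit, 0.05% parasitemia final), exposed to compound two generations (96 h, 37 C, 5% CO2).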
CHX counter – counter-screen for Shiga toxin inhibitors: cycloheximide protein synthesis inhibition; max response, %; actives 12% (n = 300,000); AID 2314; cell reporter, cycloheximide protein synthesis inhibition counterscreen; in the data active = max response mostly above about 13%, no sharp cut-off; inactive = mostly below about 14%; note: read at 38.3 µM for the half of the compounds with a filed dose; 0% is about no effect
* marks the source's active call; other numbers are inactive results; i = inactive; ? = inconclusive; . = not tested or not shown; & = joins results of further samples; [ ] = another dose, or the depositor's remark. Unless noted, calls come from the whole dose curve; as a rule, active = well fitted curve in the direction sought with a large enough effect; inconclusive = small, poorly fitted or top-dose-only effect, or another doubt; inactive = no such curve, though single readings can be large; an effect the other way counts as inactive or inconclusive. No enrichment for hits; overall some 24% were active at least once.

item	Compound	CHX counter	Shiga inhibitor	Giardia FBPA inh	Pf growth 96h	Sm TGR block	Pf growth 48h
1	O=C(O)c1ccc(Nc2nc3c(s2)CCCC3)cc1	-5	-32	1%	19%	.	24%
2	Cc1cccc(OCCNc2ccc(C(F)(F)F)cc2[N+](=O)[O-])c1	9.3*	-5	1%	7%	-4%	22%
3	Cc1cccc(NC(=S)NC2CC3CCCC(C2)N3Cc2cccs2)c1 (configuration not stated)	1	-10	-1%	10µM*	-26%	?
4	CCOc1ccc(NC(=O)CN(C)C(=O)C2CC(=O)N(Cc3ccco3)C2)cc1OCC (configuration not stated)	.	.	.	?	45µM*	?
5	CSCCC(NC(=O)C1CCC(C)CC1)C(=O)NCCN1CCOCC1 (configuration not stated)	-2	-25	-1%	-21%	5%	16%
6	Cn1nc(C(=O)N2CCN(c3ccc(Cl)cc3)CC2)c2c1-c1ccccc1S(=O)(=O)C2	11	-8	.	?	-7%&7%	-22%
7	CN(Cc1ccccc1)C(=O)c1cccnc1	-1	-13	12%	143%[activator]	1%	57%[activator]
8	Cc1ccc(SC(C)C(=O)Nc2ncn[nH]2)cc1 (configuration not stated)	-2	-4	-1%	19%	-3%	-15%
9	CCCn1c(SCC(=O)N2CCN(c3ccc(OC)cc3)CC2)nc2c1c(=O)n(C)c(=O)n2C	-3	-2	1%	?	9%	?
10	CCOC(=O)C1(Cc2ccccc2C)CCCN(C(=O)c2ccc(OC)o2)C1 (configuration not stated)	7	-9	-5%	?	?	?
11	COc1ccc(OC)c(/C=C2\SC(=S)N(NS(=O)(=O)c3ccc(C)cc3)C2=O)c1	-10	-5	?	37%[activator]	-23%	21%
12	CC(C)COc1ccc(C(=O)N/C(=C\c2cccc([N+](=O)[O-])c2)C(=O)O)cc1	1	-8	16%	11%	-2%	-7%
13	O=C(c1ccco1)N1CCN(c2ncnc3c2[nH]c2ccc(Cl)cc23)CC1	6	6	-2%	?	50µM*	?
14	Cc1cc(C(=O)OCC(=O)c2cccs2)c2ccccc2n1	0	-2	3%	10%	8%	30%
15	Cc1cccc(NC(=O)CCC(=O)Nc2nnc(C3CCCCC3)s2)c1	5	6	.	?	-2%	-10%
16	COc1ccc(CNC(=O)C2CCCN(S(=O)(=O)c3ccc(-n4cnnn4)cc3)C2)cc1 (configuration not stated)	-6	29	11%	4%	0%	-5%
17	COc1ccc(CCNC(=O)CN2C(=O)c3ccccc3S2(=O)=O)cc1	-1	-4	5%	-12%	?	28%
18	CC(C)c1ccc(S(=O)(=O)c2cc3cc(Br)ccc3oc2=O)cc1	-1	2	0%	44%[activator]	?	17%
19	CCn1c(SCC(=O)N2CCc3ccccc32)nnc1-c1c[nH]c2ccccc12	-2	-11	-5%	.	5%	9.3µM*
20	CN1CCN(Cc2c(O)ccc3occ(C(=O)c4ccccc4)c23)CC1	9	2	-7%	11%	-21%	?
21	COc1cc(OC)c(OC)cc1/C=N/Nc1ccc(Cl)nn1	9	-7	-16%	-29%	8%	-12%
22	CCCCCCCCCCCCSCCOCCO	13	22	-7%	-21%	.	-13%
23	Cc1cccc(NC(=O)C2(c3ccccc3)CCOCC2)c1	-1	-8	1%	0%	4%	?
24	Cc1cc2ccccc2n2c(SCC(=O)N3CCc4ccccc4C3)nnc12	2	-7	-14%	-30%	0%	?
25	O=C(c1ccccc1)c1ccc(COC(=O)c2cnccn2)cc1	-1	-5	8%	?	0%	26%
26	CC(CC1CC(C)(C)OC1=O)C(=O)Nc1nncs1 (configuration not stated)	-5	-8	2%	?	6%	.
27	COc1cccc(CN(C)S(=O)(=O)c2c(C)noc2C)c1OC	.	.	.	-4%	1%	2%
28	O=C1[C@H]2CCC=C[C@H]2[C@H](c2ccccc2Br)N1Cc1ccccc1	12	i	12%[89.2 µM]	.	.	.
29	COc1ccccc1-n1c(SC(C)C(=O)NCC2CCCO2)nc2cc(Cl)ccc2c1=O (configuration not stated)	.	.	.	?	5%	13µM*
30	COc1ccc2c(CC(=O)OCC(=O)Nc3ccc(C)cc3)coc2c1	.	.	.	-11%	9%	-15%
31	CCOC(=O)c1[nH]c2ccccc2c1NC(=O)CC(C)C	-6	-2	3%	17%	-10%	17%
32	COC(=O)C1=C[C@@H](C(=O)OC)C2C3=C(C(=O)[C@@]2(C)NC(=O)c2ccccc2)[C@H](c2ccccc2)[C@@H]2C(=O)N(c4ccccc4)C(=O)[C@@H]2[C@@H]3C1 (some centres not stated)	1	-10	-4%	.	.	.
33	CC1=Nc2ccccc2N=C(NC(=O)c2ccccc2)C1c1ccc(Cl)cc1 (configuration not stated)	0	-4	-9%	-29%	-3%	?
34	Cc1ccc(NC(=O)CSc2nnnn2C)cc1S(=O)(=O)N(C)C	17*	31	1%	9%	4%	-20%
35	C/C=C/Cn1c(SC)nc2c1c(=O)[nH]c(=O)n2C	-2	-6	-1%	?	-26%	13%
36	COc1cccc(-n2nnnc2SCC(=O)NC2CCCCC2)c1	34*	36	.	29%	9%	14%
37	CC(C)CCNC(=O)NC(=O)COC(=O)/C=C/c1cnc2ccccc2n1	11	-15	5%	10%	-1%	.
38	CCOC(=O)CSC1=NC(=O)/C(=C/c2ccc(Br)cc2)S1	30*	60*	14%	-3%	3.2µM*	153%[activator]
39	CC1CCC(NC(=O)CN2C(=O)NC(C)(C)C2=O)CC1 (configuration not stated)	.	.	.	5%	-1%	18%
40	CC(C)NC(=O)C1CCN(C2CCN(Cc3ccc4cccc(F)c4n3)CC2)CC1	-2	-9	2%	10%	-1%	-17%
41	Cn1c(N)c(C(=O)CCl)c(=O)n(C)c1=O	-3	22	16%	1%	25µM*	.
42	O=C(O)c1cccc(NC(=O)c2cccc(S(=O)(=O)Nc3cccc([N+](=O)[O-])c3)c2)c1	-2	.	-3%	-5%	0%	11%
43	Cc1cc2c(=O)oc(-c3ccccc3Br)nc2s1	-1	3	3%	56%[activator]	?	35%
44	O=C(Nc1ccc(NC(=O)c2cccs2)cn1)c1ccccc1	60*	87*	-5%	5%	5%	388%[activator]
45	CN(Cc1cccnc1)C(=O)c1ccc2nc(Cc3ccccc3F)oc2c1	43*	61*	-2%	25%	-1%	14%
46	COc1ccc(S(=O)(=O)N2CCCCC2)cc1NC(=O)CCNC(=O)c1ccc(Br)cc1	.	.	.	9%	4%	9%
47	COc1ccccc1-c1noc(CSc2nc(N)cc(=O)[nH]2)n1	1	12	-2%	-104%	0%	30%[activator]
48	O=C1NC(=O)C(CCc2ccncc2)(CCc2ccccn2)C(=O)N1c1ccc(Br)cc1 (configuration not stated)	-2	-7	-1%	-22%	2%[57.1 µM]	?
49	O=C(O)c1nc(N2CCCC2)ncc1Cl	5	6	-1%	41%[activator]	15%	.
50	Cc1ccsc1C1CC(=O)OC2=C1C(=O)CC(C)(C)C2 (configuration not stated)	9	10	-1%	12%	0%	-10%
51	O=C(O)c1nccnc1C(=O)NCc1csc2ccc(Cl)cc12	-1	72	0%	4%	-2%	2%
52	Clc1ccc(C[n+]2cc(-c3ccc(Cl)cc3)n3c2CCC3)cc1	2	3	2%	0.37µM*	6%	0.83µM*
53	O=S1(=O)N=C(N(CCO)/N=C/c2ccc(Cl)cc2)c2ccccc21	-2	0	7%	?	7%	-21%
54	Cc1occc1C(=O)NN1C(=O)C2C3CCC(O3)C2C1=O (configuration not stated)	-5	-2	0%	-19%	-1%	-22%
55	CCOc1ccc(OCC)c(NC(=O)CCSCCc2ccccn2)c1	3	-1	1%	?	-2%	-3%
56	COc1cc2[nH]c(=S)n(CCCN3CCOCC3)c(=O)c2cc1OC	-4	-1	-17%	.	-17%	-11%
57	CCN(C(=O)c1cc2ccccc2oc1=O)c1cccc(C)c1	53*	78*	5%	?	13%	.
58	COc1cc(/C=C2/N=C(C3CCCCC3)OC2=O)cc(OC)c1OC	6	4	-4%	.	?	-5%
59	CC(C)CNC(=O)c1ccc2c(c1)C(=O)N(C1CCCCC1)C2=O	-3	-3	6%	176%[activator]	-11%	1%
60	Cc1cccc(OCCNC(=S)NC(=O)c2cccnc2)c1	-3	10	2%	-5%	-10%	-3%

(continued)
item	Compound	CHX counter	Shiga inhibitor	Giardia FBPA inh	Pf growth 96h	Sm TGR block	Pf growth 48h
61	COc1cc(C(=O)N2CCN(S(=O)(=O)c3ccc(C)cc3C)CC2)ccc1OCC(=O)N1CCOCC1	.	.	.	-23%	-23%	?
62	COCCCNC(=O)c1cn(-c2cccc(OC)c2)c(=O)c2ccccc12	8	25	12%	31%[activator]	-1%	7%
63	COc1ccc(NC(=O)c2ccc(-c3ccc(OC)cc3)s2)cc1	20	72*	-1%	?	2%	26%
64	O=C(CS(=O)CC(=O)Nc1cccnc1)Nc1ccc(F)cc1 (configuration not stated)	-4	20	0%	-2%	4%	?
65	O=[N+]([O-])c1ccc(NCc2ccccc2N2CCC(CO)CC2)nc1	2	-14	-1%	-12%	9%	0%[0.00184 µM]
